Assay outcomes: PubChem, Broad Institute
NSD2 inh = NSD2 (human) methyltransferase inhibition. AID 624260. NSD2-SET H3K36me1 DELFIA fluorescence, biochemical. 0.07% of 44,000 active. inhibition, % at 12.5 µM. O96028; in the data active means inhibition above about 54%, passing the limit was not always enough; inconclusive means no clear call, values can overlap the other calls;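 further: inhibitors reduce the monomethyl H3K36 fluorescence signal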
Target sequence (O96028 whole entry, looked up): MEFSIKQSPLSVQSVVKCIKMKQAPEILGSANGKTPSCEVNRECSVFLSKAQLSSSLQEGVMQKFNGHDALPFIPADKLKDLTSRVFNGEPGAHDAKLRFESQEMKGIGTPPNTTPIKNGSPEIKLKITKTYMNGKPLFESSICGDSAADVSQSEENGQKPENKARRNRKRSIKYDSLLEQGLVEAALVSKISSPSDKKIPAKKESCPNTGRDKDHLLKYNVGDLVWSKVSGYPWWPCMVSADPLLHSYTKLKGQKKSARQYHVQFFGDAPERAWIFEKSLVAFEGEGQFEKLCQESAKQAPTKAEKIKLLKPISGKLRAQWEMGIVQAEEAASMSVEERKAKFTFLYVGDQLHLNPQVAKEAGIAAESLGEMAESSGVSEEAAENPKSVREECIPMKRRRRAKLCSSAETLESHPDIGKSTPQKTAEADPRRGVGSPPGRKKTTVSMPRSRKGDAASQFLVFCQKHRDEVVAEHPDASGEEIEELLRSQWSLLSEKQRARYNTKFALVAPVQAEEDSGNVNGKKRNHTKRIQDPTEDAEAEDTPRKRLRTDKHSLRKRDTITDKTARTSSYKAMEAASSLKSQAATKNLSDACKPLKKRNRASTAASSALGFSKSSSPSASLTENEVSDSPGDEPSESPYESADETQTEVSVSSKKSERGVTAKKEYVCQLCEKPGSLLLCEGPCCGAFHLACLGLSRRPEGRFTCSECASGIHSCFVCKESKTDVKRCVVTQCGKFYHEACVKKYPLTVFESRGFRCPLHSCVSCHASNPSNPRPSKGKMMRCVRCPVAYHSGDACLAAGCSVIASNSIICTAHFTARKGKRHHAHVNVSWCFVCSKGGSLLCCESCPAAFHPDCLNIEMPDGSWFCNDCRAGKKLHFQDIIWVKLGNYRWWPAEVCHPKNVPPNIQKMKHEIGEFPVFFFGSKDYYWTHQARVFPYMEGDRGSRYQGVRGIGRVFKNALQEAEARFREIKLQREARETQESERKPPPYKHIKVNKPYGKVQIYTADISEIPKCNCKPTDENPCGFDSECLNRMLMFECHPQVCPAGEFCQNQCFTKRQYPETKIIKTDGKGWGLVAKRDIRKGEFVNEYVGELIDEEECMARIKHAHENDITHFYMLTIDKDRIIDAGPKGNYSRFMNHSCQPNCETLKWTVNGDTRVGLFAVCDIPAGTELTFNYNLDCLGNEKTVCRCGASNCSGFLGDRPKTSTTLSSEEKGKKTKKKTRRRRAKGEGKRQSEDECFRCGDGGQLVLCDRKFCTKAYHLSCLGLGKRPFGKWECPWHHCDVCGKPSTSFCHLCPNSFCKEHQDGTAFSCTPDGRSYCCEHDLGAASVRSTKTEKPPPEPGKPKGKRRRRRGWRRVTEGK
Starred values were filed as active, the others as inactive; ? = inconclusive. Some of the compounds tested. The share of hits here may be higher or lower than overall.

NSD2 inh	SMILES
3	CC(=O)C(O)(C(=O)OCc1ccc(O[C@@H]2O[C@H](CO)[C@@H](O)[C@H](O)[C@H]2O)cc1)C(C)C (some centres not stated)
0	C[C@H](CO)N1C[C@H](C)[C@@H](CN(C)CC2CC2)Oc2c(NS(=O)(=O)c3ccc(Cl)cc3)cccc2C1=O
-2	COCCOC(=O)N1C(=O)[C@@]2(c3cc(C#CCC(C(=O)OC)C(=O)OC)ccc31)[C@H](C(=O)N1CCc3cc(OC)c(OC)cc3C1)[C@H]1C(=O)O[C@H](c3ccccc3)[C@H](c3ccccc3)N1[C@@H]2c1ccccc1OCCO
-4	NNc1nncc2ccccc12
5	COCC(=O)N(C)C[C@@H]1Oc2cc(Br)ccc2S(=O)(=O)N([C@H](C)CO)C[C@H]1C
0	C[C@H](CO)N1C[C@H](C)[C@@H](CN(C)C)Oc2cc(C3=CCCC3)ccc2S1(=O)=O
?	CN(C)CC(=O)Nc1ccc2c(c1)[C@@H]1C[C@@H](CC(=O)NCc3ccc(Cl)cc3)O[C@@H](CO)[C@@H]1O2
3	CC(=O)N(C)C[C@H]1Oc2ncc(C#Cc3ccc(F)cc3)cc2C(=O)N([C@H](C)CO)C[C@H]1C
3	C[C@@H]1CN([C@H](C)CO)C(=O)c2cccc(NS(=O)(=O)c3cn(C)cn3)c2O[C@H]1CN(C)Cc1ccc(Oc2ccccc2)cc1
-9	O=C(O)/C=C/CCCCCCCC(=O)O
-1	Cc1ccc(S(=O)(=O)N(C)C[C@H]2Oc3ccc(NC(=O)Nc4cccc5ccccc45)cc3CC(=O)N([C@@H](C)CO)C[C@@H]2C)cc1
7	CCCC#Cc1cnc2c(c1)C(=O)N([C@@H](C)CO)C[C@H](C)[C@@H](CN(C)C(=O)c1cccc(F)c1)O2
2	CC(C)NC(=O)Nc1ccc2c(c1)C(=O)N([C@H](C)CO)C[C@@H](C)[C@H](CN(C)S(=O)(=O)c1ccccc1)OCCCC[C@H](C)O2
2	CNC[C@@H]1Oc2ccc(NC(=O)Nc3ccc(OC)cc3)cc2CC(=O)N([C@H](C)CO)C[C@H]1C
-1	C[C@@H]1CN([C@H](C)CO)C(=O)c2cc(C#CCN(C)C)cnc2O[C@@H]1CN(C)S(C)(=O)=O
-2	O=C(NO)c1ccc(C(=O)N/N=C/c2cc3c(cc2Br)OCO3)cc1
3	COc1cccc(OC)c1/C=N/NC(=O)CCCCCC(=O)NO
2	C/C=C/c1ccc2c(c1)O[C@@H](CN(C)C(=O)c1ccc3c(c1)OCO3)[C@@H](C)CN([C@H](C)CO)S2(=O)=O
-5	COc1cc2ncc(-c3ccccc3)nc2cc1OC
-4	C[C@H](CO)N1C[C@H](C)[C@@H](CN(C)C(=O)Cc2ccccc2)OCCCC[C@H](C)Oc2ccc(NS(=O)(=O)c3cn(C)cn3)cc2C1=O
-11	C[C@H]1CN([C@@H](C)CO)C(=O)c2cc(NC(=O)Nc3ccc4c(c3)OCO4)ccc2O[C@@H]1CN(C)C(=O)Nc1ccc(C(F)(F)F)cc1
-3	C[C@@H]1CN([C@H](C)CO)C(=O)c2cc(-c3ccccc3)cnc2O[C@H]1CN(C)C(=O)NC1CCCC1
-4	CNC[C@@H]1Oc2ccc(NS(C)(=O)=O)cc2CC(=O)N([C@@H](C)CO)C[C@H]1C
2	C[C@@H]1CN([C@@H](C)CO)S(=O)(=O)c2ccc(C#CC3CC3)cc2O[C@@H]1CN(C)Cc1ccccn1
-2	C[C@@H]1CN([C@H](C)CO)C(=O)c2cccc(NC(=O)c3cnccn3)c2O[C@H]1CN(C)Cc1ccc(C(F)(F)F)cc1
-1	O=C(C[C@@H]1C[C@H]2c3cc(NS(=O)(=O)c4ccc(F)cc4)ccc3O[C@H]2[C@H](CO)O1)NCc1ccncc1
-4	C[C@H](CO)N1C[C@H](C)[C@@H](CN(C)Cc2ccc(C(=O)O)cc2)Oc2ccc(NC(=O)C3CC3)cc2CC1=O
-1	C[C@@H]1CN([C@H](C)CO)C(=O)c2cccc(NC(=O)c3nc4ccccc4s3)c2O[C@H]1CN(C)CC1CC1
-1	C[C@@H]1CCCCO[C@H](CN(C)C(=O)CCC(F)(F)F)[C@@H](C)CN([C@@H](C)CO)C(=O)c2cc(NS(C)(=O)=O)ccc2O1
-5	C[C@H](CO)N1C[C@H](C)[C@H](CN(C)CC2CCCCC2)Oc2ccc(NC(=O)CCCCCC(=O)Nc3ccccc3N)cc2CC1=O
0	O=C(C[C@H]1C[C@H]2c3cc(NC(=O)NC4CCCC4)ccc3O[C@H]2[C@H](CO)O1)NC1CCCC1
8	C[C@H](CO)N1C[C@H](C)[C@@H](CN(C)Cc2ccccn2)Oc2ncc(C#CC3(O)CCCC3)cc2C1=O
-2	COc1ccc(NC(=O)Nc2ccc3c(c2)C(=O)N([C@H](C)CO)C[C@H](C)[C@@H](CN(C)S(=O)(=O)c2ccc(OC)cc2)OCCCC[C@@H](C)O3)cc1
-10	CCCN(C)C[C@@H]1OCCCC[C@H](C)Oc2ccc(NC(=O)Nc3cccc4ccccc34)cc2C(=O)N([C@H](C)CO)C[C@@H]1C
1	O=C(CCCCCCC(=O)Nc1ccccc1O)N/N=C/c1ccc(F)cc1
-2	COc1ccc(S(=O)(=O)Nc2ccc3c(c2)C(=O)N([C@H](C)CO)C[C@H](C)[C@@H](CN(C)Cc2ccc(Cl)c(Cl)c2)OCCCC[C@H](C)O3)cc1
4	O=C(C[C@H]1C[C@@H]2c3cc(NC(=O)NC4CCCC4)ccc3O[C@@H]2[C@@H](CO)O1)NCc1cccc(F)c1
4	COc1ccc(CN(C)C[C@H]2Oc3ccc(NC(=O)Nc4ccc(OC)cc4)cc3C(=O)N([C@H](C)CO)C[C@@H]2C)cc1
4	C[C@@H]1CN([C@@H](C)CO)C(=O)Cc2cc(NC(=O)C3CCCCC3)ccc2O[C@H]1CN(C)C(=O)NC1CCCCC1
-2	C[C@@H]1CN([C@@H](C)CO)C(=O)Cc2cc(NC(=O)Nc3ccc(F)cc3)ccc2O[C@@H]1CN(C)S(=O)(=O)c1cn(C)cn1

Part of the list above in order of length of the SMILES, smallest number first.
NSD2 inh	SMILES
4	C[C@@H]1CN([C@@H](C)CO)C(=O)Cc2cc(NC(=O)C3CCCCC3)ccc2O[C@H]1CN(C)C(=O)NC1CCCCC1
-10	CCCN(C)C[C@@H]1OCCCC[C@H](C)Oc2ccc(NC(=O)Nc3cccc4ccccc34)cc2C(=O)N([C@H](C)CO)C[C@@H]1C
-2	C[C@@H]1CN([C@@H](C)CO)C(=O)Cc2cc(NC(=O)Nc3ccc(F)cc3)ccc2O[C@@H]1CN(C)S(=O)(=O)c1cn(C)cn1

The results go on.
NSD2 inh	SMILES
-10	C[C@H](CO)N1C[C@H](C)[C@H](CN(C)C(=O)Nc2ccc(F)cc2)Oc2c(NC(=O)Nc3cccc4ccccc34)cccc2C1=O
6	COc1cccc(C#Cc2ccc3c(c2)O[C@H](CN(C)C(C)=O)[C@H](C)CN([C@H](C)CO)S3(=O)=O)c1
1	C[C@H](CO)N1C[C@H](C)[C@H](CN(C)C(=O)Cc2ccccc2)OCCCC[C@H](C)Oc2ccc(NS(=O)(=O)c3ccccc3)cc2C1=O
2	Cc1noc(C)c1NC(=O)N(C)C[C@@H]1OCCCC[C@@H](C)Oc2ccc(NS(=O)(=O)c3ccc(F)cc3)cc2C(=O)N([C@H](C)CO)C[C@H]1C
-5	COc1ccc(S(=O)(=O)N(C)C[C@@H]2Oc3ccc(NC(=O)C4CCCCC4)cc3C(=O)N([C@@H](C)CO)C[C@H]2C)cc1
-1	Cc1noc(C)c1S(=O)(=O)N(C)C[C@H]1Oc2ccc(NS(=O)(=O)c3cn(C)cn3)cc2CC(=O)N([C@H](C)CO)C[C@@H]1C
21	CC(C)NC(=O)N(C)C[C@H]1OCCCC[C@@H](C)Oc2ccc(NS(=O)(=O)c3cn(C)cn3)cc2C(=O)N([C@H](C)CO)C[C@H]1C
3	Cc1ccc2c(C)nc(NC3=NC(C(=O)Nc4ccc(Cl)c(Cl)c4)CC(=O)N3)nc2c1 (configuration not stated)
-3	C[C@H](CO)N1C[C@H](C)[C@H](CN(C)C(=O)Nc2cccc3ccccc23)Oc2ncc(C#CCC3CCCC3)cc2C1=O
2	C[C@H]1CN([C@@H](C)CO)C(=O)Cc2cc(NS(=O)(=O)c3ccc(F)cc3)ccc2O[C@@H]1CN(C)C
2	C[C@H](CO)N1C[C@H](C)[C@H](CN(C)C(=O)Nc2ccccc2)Oc2ccc(N(C)C)cc2C1=O
-3	COc1ccc(S(=O)(=O)N(C)C[C@H]2Oc3ccc(NC(=O)Cn4cnnn4)cc3C(=O)N([C@@H](C)CO)C[C@@H]2C)cc1
-9	CC1OC(O[C@H]2CC[C@@]3(C)C(CC[C@]4(C)C3CC=C3[C@@H]5CC(C)(C)C[C@@H](O)[C@]5(C)CC[C@]34C)[C@@]2(C)CO)C(OC2OC(C(=O)O)C(O)C(O)C2OC2OCC(O)C(O)C2O)C(O)C1O (some centres not stated)
-10	C[C@H]1[C@H](C)CC[C@]2(C(=O)O)CC[C@]3(C)C(=CC[C@@H]4[C@@]5(C)CC[C@H](O)C(C)(C)[C@@H]5CC[C@]43C)[C@H]12
-1	C[C@H](CO)N1C[C@H](C)[C@@H](CN(C)Cc2ccccc2)Oc2ccc(NC(=O)Nc3ccc4c(c3)OCO4)cc2C1=O
-6	C[C@H]1CN([C@@H](C)CO)C(=O)Cc2cc(NS(=O)(=O)c3cn(C)cn3)ccc2O[C@H]1CN(C)Cc1ccc(Cl)c(Cl)c1

Overlap with the part before: five compounds; new compounds follow.
NSD2 inh	SMILES
-3	COc1ccc(S(=O)(=O)N(C)C[C@H]2Oc3ccc(NC(=O)Cn4cnnn4)cc3C(=O)N([C@@H](C)CO)C[C@@H]2C)cc1
-9	CC1OC(O[C@H]2CC[C@@]3(C)C(CC[C@]4(C)C3CC=C3[C@@H]5CC(C)(C)C[C@@H](O)[C@]5(C)CC[C@]34C)[C@@]2(C)CO)C(OC2OC(C(=O)O)C(O)C(O)C2OC2OCC(O)C(O)C2O)C(O)C1O (some centres not stated)
-10	C[C@H]1[C@H](C)CC[C@]2(C(=O)O)CC[C@]3(C)C(=CC[C@@H]4[C@@]5(C)CC[C@H](O)C(C)(C)[C@@H]5CC[C@]43C)[C@H]12
-1	C[C@H](CO)N1C[C@H](C)[C@@H](CN(C)Cc2ccccc2)Oc2ccc(NC(=O)Nc3ccc4c(c3)OCO4)cc2C1=O
-6	C[C@H]1CN([C@@H](C)CO)C(=O)Cc2cc(NS(=O)(=O)c3cn(C)cn3)ccc2O[C@H]1CN(C)Cc1ccc(Cl)c(Cl)c1
-1	C[C@@H]1CN([C@@H](C)CO)C(=O)c2cc(NS(=O)(=O)c3ccc(Cl)cc3)ccc2O[C@@H](C)CCCCO[C@H]1CN(C)C(=O)Cc1ccccc1
1	C[C@H]1CN([C@@H](C)CO)C(=O)Cc2cc(NC(=O)Cn3cnnn3)ccc2O[C@@H]1CN(C)Cc1ccncc1
-2	COc1c(-c2ccc(O)cc2)oc2cc(O)cc(O)c2c1=O
-7	C[C@@H]1CN([C@@H](C)CO)C(=O)Cc2cc(NC(=O)Nc3ccc4c(c3)OCO4)ccc2O[C@@H]1CN(C)CC1CCCCC1
0	OCc1ccc(-c2cc[n+](Cc3cc4c(cc3Br)OCO4)cc2)cc1
-2	O=C(CCCCC(=O)N/N=C/c1cccnc1Cl)NO
5	COCCCNC(=O)[C@]1(Cc2ccccc2N=[N+]=[N-])N=C(c2ccc(OCCCO)cc2)O[C@@H]1c1ccccc1N=[N+]=[N-]
-1	O=C(CCCCCCC(=O)N/N=C/c1cccnc1Br)NO
-1	C[C@@H]1CN([C@@H](C)CO)S(=O)(=O)c2ccc(-c3ccccc3)cc2O[C@@H]1CN(C)C(=O)c1ccccc1F
11	CC(C)(C)[C@@H]1C=C(C(=O)N2CCCCCCC2)O[C@H](OCc2ccc(CO)cc2)C1
0	C[C@H]1CN([C@@H](C)CO)C(=O)c2cccc(NC(=O)C3CCCCC3)c2O[C@H]1CN(C)Cc1ccc(Cl)c(Cl)c1
-1	C[C@@H]1CN([C@@H](C)CO)C(=O)c2cc(NC(=O)CCCN(C)C)ccc2O[C@H]1CN(C)Cc1ccncc1
1	CCCN(C)C[C@@H]1OCCCC[C@@H](C)Oc2ccc(NS(=O)(=O)c3cccs3)cc2C(=O)N([C@H](C)CO)C[C@@H]1C
-4	CCCNC(=O)N(C)C[C@@H]1Oc2cc(-c3ccncc3)ccc2S(=O)(=O)N([C@@H](C)CO)C[C@H]1C
3	Cc1noc(C)c1NC(=O)N(C)C[C@H]1Oc2ccc(NC(=O)CCN3CCOCC3)cc2CC(=O)N([C@@H](C)CO)C[C@H]1C
6	CC(=O)N(C)C[C@H]1Oc2ncc(C#Cc3ccccc3)cc2C(=O)N([C@@H](C)CO)C[C@@H]1C
-5	CC1=C(C/C=N/NC(=O)CCCCCCC(=O)Nc2ccccc2O)C(C)(C)CCC1
1	C[C@H](CO)N1C[C@H](C)[C@H](CN(C)C(=O)Nc2ccnc(N3CCOCC3)c2)OCc2cnnn2CCCC1=O
-1	C[C@H]1CCCCO[C@@H](CN(C)C(=O)CCCN(C)C)[C@@H](C)CN([C@@H](C)CO)C(=O)c2cc(NC(=O)Nc3ccc(F)cc3)ccc2O1
0	C[C@@H]1CN([C@@H](C)CO)C(=O)c2cc(NC(=O)C3CCCCC3)ccc2O[C@@H](C)CCCCO[C@@H]1CN(C)C(=O)NC1CCCCC1
1	Cc1ccc(S(=O)(=O)Nc2ccc3c(c2)C(=O)N([C@@H](C)CO)C[C@@H](C)[C@@H](CN(C)S(=O)(=O)c2ccccc2)OCCCC[C@H](C)O3)cc1
3	C[C@@H]1CCCCO[C@H](CN(C)CC2CC2)[C@H](C)CN([C@@H](C)CO)C(=O)c2cc(NC(=O)NC3CCCCC3)ccc2O1
1	Cc1noc(C)c1NC(=O)N(C)C[C@H]1Oc2c(cccc2N(C)C)C(=O)N([C@@H](C)CO)C[C@@H]1C
1	C[C@H](CO)N1C[C@H](C)[C@@H](CN(C)C(=O)C2CCCCC2)OCCCC[C@H](C)Oc2ccc(NC(=O)c3ccncc3)cc2C1=O
10	C[C@H](CO)N1C[C@H](C)[C@@H](CN(C)C(=O)Nc2cccc3ccccc23)Oc2c(NC(=O)C3CC3)cccc2C1=O
2	O=C(C[C@@H]1CC[C@@H](NC(=O)CC2CC2)[C@@H](CO)O1)NCC(F)(F)F
